Screens: PubChem, Sanford-Burnham Center for Chemical Genomics
CXCR6 inh: inhibitors of human CXCR6 receptor | CHO-K1 PathHunter CXCR6 beta-arrestin, luminescence | 360,000 compounds, 0.36% hits | O00574 | inhibition, % at 20 µM; in the data active means inhibition above about 34%, passing the limit was not always enough;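 further: antagonist mode with CXCL16 agonist at 10 nM final; 0% = 10 nM CXCL16 with DMSO and 100% = unstimulated wells without agonist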
Target sequence (O00574 whole entry, looked up): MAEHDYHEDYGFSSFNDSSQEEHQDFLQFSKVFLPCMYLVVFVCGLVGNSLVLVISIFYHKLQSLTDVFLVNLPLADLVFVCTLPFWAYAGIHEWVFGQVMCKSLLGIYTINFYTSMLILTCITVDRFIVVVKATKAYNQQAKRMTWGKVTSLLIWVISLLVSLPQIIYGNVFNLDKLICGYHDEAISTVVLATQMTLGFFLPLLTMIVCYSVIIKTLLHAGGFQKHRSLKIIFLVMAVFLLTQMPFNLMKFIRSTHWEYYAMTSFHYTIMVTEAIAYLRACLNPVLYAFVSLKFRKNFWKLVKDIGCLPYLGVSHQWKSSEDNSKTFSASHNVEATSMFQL
Jurkat NFkB inh: inhibitors of the PMA/ionomycin-induced NF-kB reporter in Jurkat cells | PMA/ionomycin-induced NF-kB luciferase reporter, luminescence | inhibition, % at 4 µM | 330,000 compounds, 0.53% hits | AID 435003; in the data active means inhibition above about 50%
APJ antagonist: APJ receptor antagonism | P35414 | CHO-K1 APJ beta-arrestin complementation, luminescence | inhibition, % at 20 µM | 330,000 compounds, 0.32% hits | AID 2521;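 active means inhibition above about 40% at 20 µM, limit read from the data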;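 further: cells challenged with 10 nM apelin-13 agonist together with compound; plate controls were apelin-13 plus DMSO wells for no effect and DMSO wells lacking apelin-13 for full effect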
UBC13 polyUb: human UBC13 polyubiquitination inhibition. inhibition, % at 20 µM. 330,000 compounds, 0.47% hits. UBC13 polyubiquitin chain formation, TR-FRET; in the data active means inhibition above about 45%, passing the limit was not always enough; inconclusive means no clear call, values can overlap the other calls
Target sequence (P61088 whole entry, looked up): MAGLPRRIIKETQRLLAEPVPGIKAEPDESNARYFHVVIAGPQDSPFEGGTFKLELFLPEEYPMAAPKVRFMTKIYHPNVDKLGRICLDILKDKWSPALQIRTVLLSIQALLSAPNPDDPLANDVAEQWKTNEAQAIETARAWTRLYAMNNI
Gli-Sufu block: Gli-Sufu pathway antagonism; inhibition, % at 5 µM; Sufu-KO-LIGHT fibroblasts, Gli luciferase reporter luminescence; 340,000 compounds, 0.74% hits;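 active means inhibition above about 55%, limit read from the data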;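 further: 0% = DMSO-treated cells and 100% = wells with medium but no cells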
EBI2 block: EBI2 (human) antagonism; P32249; inhibition, % at 5 µM; 360,000 compounds, 0.81% hits; EBI2 beta-arrestin recruitment, luminescence, 7a,25-OHC stimulated; in the data active means inhibition above about 38%;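 further: enzyme fragment complementation signal reports receptor beta-arrestin coupling in cells; 0% = agonist plus DMSO wells and 100% = wells without agonist; some results beyond the cut were filed as inactive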
Target sequence (P32249 whole entry, looked up, the tested form may be a part): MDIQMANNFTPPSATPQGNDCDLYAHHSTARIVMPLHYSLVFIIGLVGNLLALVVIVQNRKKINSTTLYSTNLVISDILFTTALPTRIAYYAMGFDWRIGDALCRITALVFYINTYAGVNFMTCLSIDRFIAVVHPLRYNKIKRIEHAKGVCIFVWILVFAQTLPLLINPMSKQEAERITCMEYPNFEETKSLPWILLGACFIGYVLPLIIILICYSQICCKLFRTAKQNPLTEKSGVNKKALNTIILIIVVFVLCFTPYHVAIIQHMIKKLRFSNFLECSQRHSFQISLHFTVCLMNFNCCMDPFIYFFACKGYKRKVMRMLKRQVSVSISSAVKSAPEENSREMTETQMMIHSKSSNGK
697 NFkB inh: inhibitors of the PMA/ionomycin-induced NF-kB reporter in 697 B cells; 697 B-cell NF-kB luciferase reporter, 16 h; 330,000 compounds, 0.33% hits; AID 435022; inhibition, % at 4 µM; in the data active means inhibition above about 35%
CCR6 antag: blocks CCL20-driven beta-arrestin recruitment at human CCR6; P51684; CHO-K1 CCR6 PathHunter beta-arrestin, luminescence, CCL20-stimulated; inhibition, % at 20 µM; 340,000 compounds, 0.49% hits; AID 493098;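 active means compounds whose inhibition of the agonist-driven luminescence signal at 20 µM reaches about 50%, limit read from the data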;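 further: cells stimulated with CCL20 at 14 nM final; plate controls were DMSO with CCL20 for no effect and DMSO without agonist for full effect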
* = called active by the depositor; ? = inconclusive; . = no result given. This is a random part of the collection; 3% or so of the library scored in one or more.

SMILES	CXCR6 inh	Jurkat NFkB inh	APJ antagonist	UBC13 polyUb	Gli-Sufu block	EBI2 block	697 NFkB inh	CCR6 antag
Cc1cccc(Oc2ccc(NS(=O)(=O)c3ccc(C)c(C(=O)O)c3)cc2)c1	-5	12	-2	-3	-1	6	10	-7
O=C(CC1Sc2ccccc2NC1=O)Nc1cccc(-c2nnc3n2CCCCC3)c1 (centres undefined)	-4	-22	8	-10	1	4	-20	12
COc1cccc(C(C)NC(=S)NCc2ccc(Cl)cc2)c1 (centres undefined)	-6	0	4	-1	4	1	13	0
COc1cccc(C2=CC(=O)CC(c3ccco3)C2)c1 (centres undefined)	10	7	20	4	-6	13	11	14
C[N+]1(CCOS(=O)C23CC4CC(CC(C4)C2)C3)CCOCC1 (centres undefined)	-7	-11	12	-1	-5	-7	15	-1
Fc1ccccc1OCCCCn1cncn1	5	0	-7	2	0	-2	20	-3
O=C(COC(=O)C1(c2ccc(F)cc2)CCCC1)N1CCc2ccccc21	-4	3	-27	-11	4	28	31	18
Cc1ccc(S(=O)(=O)N(CC(=O)NCc2ccncc2)C2CCCCC2)cc1	1	1	5	-3	-2	-1	-27	-4
CCSc1c(C(=O)NC)ccc2c1C(=O)c1ccccc1C2=O	-8	7	-31	-30	-1	-13	19	-25
CCCn1c(SCC(=O)N2CCc3ccccc32)nnc1-c1ccco1	12	7	13	-6	7	-7	-21	13
O=C(NCCC1=CCCCC1)C(=O)NCC(c1ccco1)N1CCN(c2ccc(F)cc2)CC1 (centres undefined)	0	-10	-25	8	8	5	5	9
CC(=O)NC(=O)NC1CSCC1OC(C)=O (centres undefined)	3	-2	-3	0	-15	-6	3	-4
CC(=O)NN1C(=O)/C(=C/c2ccc(Br)o2)SC1=S	1	14	5	-11	-16	-3	9	9
O=C(NC(=S)NNC(=O)c1ccc(Cl)cc1Cl)c1cccnc1	-9	10	0	?	-6	0	-44	14
CC(=O)c1ccc(Nc2cc(C)nc3c(C)cc(C)cc23)cc1	2	48	19	-3	23	11	-66	28
COc1cc(C(=O)NCCC(=O)NCCN2CCCCCC2)cc(OC)c1OC	-2	2	-14	21	2	-19	14	-7
O=C(COC(=O)/C=C/c1ccco1)NCc1ccc(Cl)cc1Cl	-3	-12	-9	-12	1	6	5	0
Cc1cc(C(=O)COC(=O)Cc2n[nH]c(=O)c3ccccc23)c(C)n1CC(F)(F)F	-1	6	32	3	-4	14	-8	1
C#CCOc1ccc(C2C3=C(CCCC3=O)N(CC(=O)O)C3=C2C(=O)CCC3)cc1Br	-7	-18	-4	6	-8	2	-1	-17
CSCCC(NC(=O)c1ccccc1Br)C(=O)N1CCN(C(C)=O)CC1 (centres undefined)	-5	4	6	1	-1	1	4	4
CSc1nnc(-c2cccc(NC(=S)NN)c2)o1	-2	-3	2	-7	-14	-12	2	3
CCOCCCn1c(SCC(=O)NC(C)C)nc2ccccc2c1=O	-3	-11	2	5	3	-13	12	12
COc1ccc(C(=O)CSc2nnn(-c3cccc(NC(C)=O)c3)n2)cc1	-4	-27	-11	3	-26	-3	-36	-4
O=C(O)CC(CN1C(=O)c2ccccc2C1=O)c1ccccc1 (centres undefined)	-2	7	10	0	-3	1	3	-2
CCN(CC(=O)Nc1ccc(NC(C)=O)cc1)CC(=O)Nc1cc(C)on1	-7	-2	1	2	0	4	11	8
CC(OC(=O)Cc1c[nH]c2ccccc12)C(=O)N(C)c1ccccc1 (centres undefined)	0	-5	12	-2	1	1	-16	12
Fc1ccc2nc3c(nc2c1)CCCC3	-9	-5	12	2	-2	-1	12	2
Cc1ccc(CSCCNC(=O)c2ccc(Cl)c(S(=O)(=O)N3CCOCC3)c2)cc1	5	19	7	8	2	10	-24	20
CCOC(=O)CNC(=O)C1c2ccccc2Oc2ccccc21	-2	-1	-10	-5	11	2	-9	4
COc1ccccc1NC(=O)CSc1nc(C)c2c(c1C#N)CCCC2	2	-3	8	-5	15	22	25	14
CN(c1nc2ccccc2n2c(-c3ccco3)nnc12)S(=O)(=O)c1ccccc1	-7	5	0	13	2	3	-8	-3
CC[C@@]1(C(=O)OC)N[C@H](CN(C)C(=O)Nc2ccccc2)[C@@H]2C(=O)N(Cc3ccccc3)C(=O)[C@@H]21	0	3	4	-1	11	-3	5	2
COCCn1c(N)c(C(=O)NCc2cccs2)c2nc3ccccc3nc21	-2	4	17	21	-2	14	6	-10
Cn1c(CC(=O)NNC(=O)c2ccc(Cl)nc2)nc2ccccc21	-4	2	11	10	2	2	2	2
O=C1CC(N2CCC(O)(c3ccc(Br)cc3)CC2)C(=O)N1c1ccc(Cl)cc1 (centres undefined)	2	7	-2	-8	-26	6	-4	5
CCOc1cccc(C(=O)N(Cc2cccc(F)c2)C2CCS(=O)(=O)C2)c1 (centres undefined)	-1	-3	9	4	6	-2	4	12
O=C(C(Cl)Cl)N1CCN(c2ccccn2)CC1	-8	1	-6	2	-9	-20	13	-18
Cc1ccc(C)c(S(=O)(=O)N2CCN(C(=O)CN3C(=O)NC(C)(C)C3=O)CC2)c1	4	0	11	5	1	-5	18	-14
COc1ccc(NC(=O)CN(C)C(=O)c2ccccc2SCC(=O)N2CCCC2)cc1	-2	3	-72	12	0	-3	20	2
COC(=O)C(CC(C)C)NC(=O)/C=C/c1ccccc1Cl (centres undefined)	5	3	-12	-2	-2	-18	14	10
CN1c2ccccc2C(C)(C)C12C=Nc1c(cc(N3CCOCC3)c3ccccc13)O2 (centres undefined)	-2	1	-5	-16	26	15	-8	4
CCC(=O)N1CCc2cc(Br)cc(S(=O)(=O)C3(C(=O)OC)CC3)c21	-7	-2	10	-1	5	-1	-11	-10
Cc1cc(=O)oc2cc(OCC(=O)NCCCN3CCCC3=O)c(Cl)cc12	3	-4	9	-4	-8	4	0	1
COC(=O)C(C(=O)Nc1ccc(OC)cc1)C1CCCCCC1 (centres undefined)	-1	20	-21	2	1	-1	5	5
O=C1c2cccc3cc([N+](=O)[O-])cc(c23)C(=O)N1c1ccccc1O	-4	-14	-65	-29	7	-7	-6	-10
N#CCCN(C(=O)COC(=O)C1=COCCO1)c1ccc(F)cc1	-8	16	-2	-1	0	3	-1	5
CCN(CC)S(=O)(=O)c1ccc(OCCNS(C)(=O)=O)cc1	-4	-13	21	1	-1	0	0	4
c1ccc(CSc2nnnn2-c2ccccc2)cc1	11	2	-3	-2	-6	-1	-7	0
COc1ccc(Cl)cc1N(CC(=O)Nc1cccc(SC)c1)S(C)(=O)=O	-9	-12	-23	5	7	-7	12	-4
CSc1ccc(CN2CCCC(CO)(Cc3ccccc3)C2)cc1 (centres undefined)	-2	7	-11	-1	22	6	14	7
Cc1cc(O)c(C(=O)/C=C/c2ccccc2Br)c(=O)o1	-8	-5	-2	-12	33	-11	-2	9
Cc1nc(NC(=O)c2ccc(Br)s2)sc1C(=O)N(C)C	8	-81	-19	5	-67	-1	-110	14
O=C(O)[C@@H]1CCCN1C(=O)COc1ccc2c3c(c(=O)oc2c1)CCC3	-5	10	16	-7	2	-8	25	7
CCN(C(=O)COC(=O)c1cccc2ccccc12)c1c(N)n(Cc2ccccc2)c(=O)[nH]c1=O	5	.	.	.	-3	-23	.	11
CC12CC(c3ccccc3O1)N(C(=O)c1ccco1)C(=S)N2c1ccccc1 (centres undefined)	8	15	10	-15	8	3	-2	16
CCOc1ccccc1NC(=O)CSC1=C(C#N)C(c2ccco2)C(C(=O)Nc2nc3ccccc3s2)=C(C)N1 (centres undefined)	-3	1	-23	-3	8	1	-2	11
Cc1ccc(NC(=O)CS(=O)CC(=O)N(C2CCCC2)C(C)C(=O)NC2CCCCC2)cc1 (centres undefined)	1	-5	3	2	2	-9	-17	12
CCNc1nc(NCC)n2c(SCC(=O)N3CC4(C)CC3CC(C)(C)C4)nnc2n1 (centres undefined)	13	1	-11	-4	8	-8	-1	-2
Cc1ccc(S(=O)(=O)c2nc(-c3ccccc3Cl)oc2NCCCN2CCOCC2)cc1	0	4	-29	4	19	7	-29	18
COc1ccc(-c2cc(C(=O)N3CCN(c4ccccn4)CC3)c3ccccc3n2)cc1	20	.	.	.	-33	-11	.	3
Additional structures:
SMILES	CXCR6 inh	Jurkat NFkB inh	APJ antagonist	UBC13 polyUb	Gli-Sufu block	EBI2 block	697 NFkB inh	CCR6 antag
O=C(C=C(O)c1ccc(Cl)cc1)C(=O)NNC(=O)C(O)(c1ccccc1)c1ccccc1	12	.	.	.	4	4	.	17
CC(=O)c1cccc(NC(=S)Nc2ccn(Cc3cccc4ccccc34)n2)c1	6	1	9	-27	0	13	-15	17
CCc1cccc(C)c1NC(=O)C1CCCN(S(C)(=O)=O)C1 (centres undefined)	6	0	5	4	1	-8	-11	-11
Cc1ccc(S(=O)(=O)N(C)C)cc1NC(=O)c1ccccc1SCC(=O)N1CCCC1	-1	-6	18	28	1	-9	3	8
N#CC(C(=O)Nc1ccc(Cl)cc1)=C1Nc2ccccc2N1	4	-24	4	8	-1	6	-16	18
CCCCOC(=O)Nc1ccccc1C(=O)N1CCCC1	-3	8	7	-5	4	-9	14	5
Cc1c(C(=O)NCCN2CCOCC2)sc2nc(-c3ccc(F)cc3)cn12	-2	-30	-2	13	4	-10	-6	-5
Cn1c(=N)n(CC(O)c2cccs2)c2ccccc21 (centres undefined)	6	5	-11	5	5	-3	-6	0
CCn1c(SCCC(C)C)nnc1-c1c[nH]c2ccccc12	8	3	-2	20	6	8	-10	7
Cc1c(C(=O)N(C)Cc2nc3ccccc3c(=O)[nH]2)oc2ccccc12	-4	40	-3	1	4	9	-5	5
CCCSc1nc(C)cc(C)c1C(N)=O	-5	-4	0	2	-3	-3	0	-1
O=C(c1cn(-c2ccccc2)nc1-c1cccc(Br)c1)N1CCOCC1	5	4	4	10	2	1	17	9
CC(C)C(=O)NC(=S)Nc1ccccc1C(=O)Nc1ccccc1	11	3	2	6	-1	7	-2	6
CCCCCCN1CC(C(=O)OCC)C(=O)C1=O (centres undefined)	2	11	6	9	-5	-6	16	-6
Cc1nnc(NC(=O)CSc2ccccc2N)s1	-12	-10	-16	-8	-4	0	-11	7

Individual results from the list.
CCc1cccc(C)c1NC(=O)C1CCCN(S(C)(=O)=O)C1 (centres undefined) in EBI2 block is entered as -8
N#CC(C(=O)Nc1ccc(Cl)cc1)=C1Nc2ccccc2N1 in UBC13 polyUb is entered as 8
Cn1c(=N)n(CC(O)c2cccs2)c2ccccc21 (centres undefined) in APJ antagonist is entered as -11

More entries:
SMILES	CXCR6 inh	Jurkat NFkB inh	APJ antagonist	UBC13 polyUb	Gli-Sufu block	EBI2 block	697 NFkB inh	CCR6 antag
COc1ccc(CCNC(=O)c2cc(C3CC3)nc3c2cnn3C(C)C)cc1OC	-7	3	2	-14	3	-2	-23	11
Cc1c(NC(=O)C(C)OC(=O)c2cccc(S(=O)(=O)N3CCOCC3)c2)c(=O)n(-c2ccccc2)n1C (centres undefined)	.	7	-3	0	-6	.	1	-2
CCc1nc2sc(C(C)=O)c(N)c2c2c1CCCC2	-18	2	12	-8	6	4	-12	3
CC(C)CC(=O)Nc1nnc(SCC(=O)NCc2ccc3c(c2)OCO3)s1	4	5	2	-4	31	-1	8	1
S=C(Nc1ccccc1)Nc1ccc2ccccc2c1	-10	.	.	.	-18	-18	.	-8
CC1CCN(CCC(=O)Nc2ccc(F)c(F)c2)CC1	-28	4	2	4	8	1	0	8
O=C(Nc1cccc2oc(=O)ccc12)c1ccc([N+](=O)[O-])cc1[N+](=O)[O-]	-4	0	-17	-4	0	-23	-2	-10
CCCn1c(C)cc(C(=O)CN2C(=O)c3ccccc3C2=O)c1C	10	-14	-15	-3	-46	-1	-121	7
C=CCNc1nc(NCc2ccccc2)c(C#N)c2c1CN(C)CC2	-11	3	-9	14	-2	8	8	-34

Quoted at random: 2 compounds from above, in no set order.
SMILES	CXCR6 inh	Jurkat NFkB inh	APJ antagonist	UBC13 polyUb	Gli-Sufu block	EBI2 block	697 NFkB inh	CCR6 antag
CCN(CC)S(=O)(=O)c1ccc(OCCNS(C)(=O)=O)cc1	-4	-13	21	1	-1	0	0	4
CN1c2ccccc2C(C)(C)C12C=Nc1c(cc(N3CCOCC3)c3ccccc13)O2 (centres undefined)	-2	1	-5	-16	26	15	-8	4
